M18AAP inhibitor: PfM18AAP inhibitors, malaria aminopeptidase, primary screen, biochemical, QFRET, recombinant enzyme | M18 aspartyl aminopeptidase (Plasmodium falciparum 3D7) | H-Glu-NHMec fluorogenic cleavage | inhibition, % at 7.35 µM | actives 1.2% (n = 290,000);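 active = inhibition above the campaign mean inhibition over all tested compounds plus 3 SD, cut at about 28% in these data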;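 note: 0% = plate median of test compound wells and 100% = 2 mM ZnCl2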
UBC9 SUMO inh: inhibitors of in vitro SUMOylation cascade, primary screen, biochemical, HTRF, uHTS; SUMO-conjugating enzyme UBC9 (Homo sapiens), P63279; HTRF SUMOylation assay, SAE1/SAE2 + UBC9; inhibition, % at 35 µM; actives 0.36% (n = 290,000); AID 2006, 2009; in the data active = inhibition above about 50%, passing the limit was not always enough; note: strong numbers were not always called active
Target sequence (P63279 whole entry, looked up): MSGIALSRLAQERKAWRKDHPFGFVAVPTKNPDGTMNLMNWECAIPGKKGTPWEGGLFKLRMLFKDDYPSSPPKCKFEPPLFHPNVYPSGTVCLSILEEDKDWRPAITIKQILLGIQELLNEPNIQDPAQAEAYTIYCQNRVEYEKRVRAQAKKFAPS
IMP-1 inhibitor: IMP-1 metallo-beta-lactamase inhibitors, primary screen, biochemical, epi-absorbance readout, Pseudomonas aeruginosa enzyme; purified IMP-1, nitrocefin hydrolysis, epi-absorbance fluorescence; inhibition, % at 5.6 µM; actives 0.45% (n = 290,000); AID 1556, 2009;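 active = inhibition above the mean plus 3 SD of all compounds in the same screening run, cut at about 4.5% in these data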;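 note: 0% = IMP-1 with DMSO and 100% = DMSO wells lacking enzyme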
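System: Purified recombinant IMP-1 metallo-beta-lactamase enzyme | Measured by: Fluorescence quenching readout, ex 480/em 530 nm | Replication: Singlicate | Incubation: 15 min preincubation plus 25 min reaction at 25 °C | Evaluation: Percent inhibition from optical density relative to buffer-blank wells | Benchmarks: DMSO with and without IMP-1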
NS3 helicase inh: inhibitors of HCV NS3 helicase, primary screen, biochemical, Cy5 molecular beacon fluorescence | Hepatitis C virus NS3 helicase | actives 0.56% (n = 290,000) | NS3 helicase DNA unwinding | inhibition, % at 10.9 µM;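 active = inhibition above the mean of all tested compounds plus 3 SD, set per campaign, cut at about 35% in these data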;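 note: 0% = DMSO wells and 100% = thioflavine S control wells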
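Control set: DMSO versus 110 µM thioflavine S; Material: NS3 helicase fragment of HCV; Measured by: Cy5 fluorescence at 0 and 60 min, beacon hairpin quenching; Read-out basis: percent inhibition from t60/t0 fluorescence ratio; Times: reaction time 60 min, 25 °C; Repeats: single replicate; Compound dosing: single dose, 10.9 µM nominal final, DMSO 0.8% final.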
IDE act: human IDE activators in live cells, primary screen, fluorescence polarization, HEK cells, FAbeta-B substrate | activation, % at 5.96 µM | Insulin-degrading enzyme (Homo sapiens), P14735 | FAbeta-B cleavage; 0% vehicle, 100% cell-free pure enzyme wells | actives 0.073% (n = 340,000) | AID 493087, 2011;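 active = activation above the mean of all tested compounds plus 3 SD, set per screening campaign, cut at about 17% in these data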
IDE inh: human IDE inhibitors in live cells, primary screen, fluorescence polarization, HEK cells, FAbetaB substrate; inhibition, % at 5.59 µM; FAbetaB cleavage; AID 434962, 2010; actives 0.41% (n = 320,000); Insulin-degrading enzyme (Homo sapiens), P14735;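 active = percent inhibition above the average of all tested compounds plus 3 SD, set per screening campaign, cut at about 16% in these data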;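 note: IDE supplied by intact live HEK cells; FP after avidin binding of uncleaved biotin substrate so inhibition keeps polarization high; 0% = DMSO wells and 100% = 60 µM reference IDE inhibitor Ii1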
DNA FID counter: compounds displacing fluorescent DNA intercalator, primary screen, artefact control for HCV NS3 helicase inhibitor project, biochemical, FID fluorescence | actives 0.17% (n = 290,000) | AID 1845, 2009 | inhibition, % at 7.9 µM | DNA fluorescent intercalator displacement; in the data active = inhibition above about 37%;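 note: 0% = vehicle and 100% = reference compound; higher means more ethidium bromide displaced from hairpin DNA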
pCIP destab: p/CIP-EGFP fusion destabilizers, primary screen, fluorescence, F442A cells; decrease of EGFP signal, % at 10 µM; 16 h; AID 1984, 2009; Q05BA5; actives 0.01% (n = 290,000);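 active = EGFP signal decrease of at least 30% at 10 µM or well 3 SD below plate mean, unless failing retest; inactive = the rest, including hits failing retest or dose response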; note: some compounds called inactive have numbers as strong as hits; many of its hits are not listed in these tables
VIM-2 inh: VIM-2 metallo-beta-lactamase inhibitors, primary screen, biochemical, epi-absorbance readout, Pseudomonas aeruginosa enzyme. purified VIM-2, nitrocefin hydrolysis, epi-absorbance fluorescence. inhibition, % at 5.6 µM. actives 0.89% (n = 290,000). AID 1527, 2009;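 active = inhibition above the mean of all tested compounds plus 3 SD, cutoff set per screening run, cut at about 7.5% in these data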;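 note: red hydrolysis product quenches plate fluorescence so inhibitors raise well fluorescence; 0% = enzyme with DMSO and 100% = DMSO without enzyme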
* hit, by the source's call; / = no result given.

SMILES	M18AAP inhibitor	UBC9 SUMO inh	IMP-1 inhibitor	NS3 helicase inh	IDE act	IDE inh	DNA FID counter	pCIP destab	VIM-2 inh
CC(=O)/C(=N/Nc1cccc(Cl)c1)Sc1nnc(C(O)c2ccccc2)n1-c1ccccc1 (stereo not given)	-5	-13	-1.8	-6	5	1	-34	7	0.5
S=C(NC12CC3CC(CC(C3)C1)C2)N1CCOCC1	2	-12	-3.7	-4	-9	0	-4	3	-3.8
O=C(O)c1cccc(Nc2nc(-c3cccnc3)nc3ccccc23)c1	1	5	-2.4	6	6	-4	-31	-8	0.5
CCOC(=O)c1c(NC(=O)CSc2nnc(-c3ccco3)o2)sc(C(C)=O)c1C	8	22	-2.6	5	-1	5	-19	-5	-2.5
CCOc1cc(-c2nn3cnnc3s2)cc(OCC)c1OCC	-4	-1	-0.8	1	2	-3	-4	-9	-0.7
Cc1[nH]n(-c2ccccc2)c(=O)c1/C=N/N1CCOCC1	3	-1	-4.3	5	0	1	1	-13	-2.9
CC(=O)N1CCOc2ccc(S(=O)(=O)NCc3ccc(F)cc3)cc21	-5	17	-0.7	6	4	-7	-10	-6	-0.4
Cc1ccc2occ(/C=N/NC(=O)c3ccc(Cl)cc3)c(=O)c2c1	12	7	0.0	26	1	3	-7	-6	-4.0
COCCn1cnc2c1c(=O)n(Cc1cc(C(C)=O)ccc1OC)c(=O)n2Cc1ccccc1	0	4	-0.3	-3	4	0	-40	-19	-0.7
Cc1ccc(N(C(=O)C2CCCC2)C2C=CS(=O)(=O)C2)cc1C (stereo not given)	2	20	-2.7	2	3	7	-23	-8	-3.8
Cc1nc(NC(=S)NC(=O)COc2ccc(Cl)cc2)ccc1Br	0	1	-1.6	6	5	-6	-4	-4	-1.2
O=C(c1cccn2c(=O)c3ccccc3nc12)N1CCN(c2ccccn2)CC1	4	25	-2.4	4	-11	9	-7	8	-1.1
CCOC(=O)CCCn1ccc2cc(S(=O)(=O)N3CCCC3)ccc21	-3	21	-3.9	-4	-1	4	-30	5	-2.4
Cc1cc2c(ncn2Cc2ccccc2)c(N)c1C	-10	-11	-2.6	11	4	0	-7	-4	-0.7
COCCN(C(=S)Nc1cccc(Cl)c1C)C(C)c1ccco1 (stereo not given)	4	16	-2.7	14	1	3	-3	-16	-1.4
C=CCn1c(-c2ccccc2)nc(=S)c2c1CCCC2	-3	9	-2.6	-3	-5	-2	-3	-7	0.7
COc1cc(C(=O)Nc2nnc(S(=O)(=O)N3CCCCCC3)s2)cc(OC)c1OC	-1	24	-3.5	-12	1	7	-51	8	-2.9
Cc1ccc(-c2cc(C(=O)N3CC(C)CC(C)C3)c3ccccc3n2)o1 (stereo not given)	-60	-21	-0.4	11	-6	2	-26	9	-0.4
Cc1ccc(S(=O)(=O)N2CCN(C(=O)Cc3ccccc3)CC2)cc1	-12	-1	-3.8	4	-5	4	-29	-15	-3.4
CCCOc1ccc(CNC(=O)C2CCN(c3nnc(N4CCCC4=O)s3)CC2)cc1	-4	6	-1.0	-1	-4	4	-7	2	-1.8
CC(C)(C)OC(=O)N[C@@H](Cc1ccccc1)c1nnc(SCC(=O)O)o1	2	14	-2.4	4	0	0	-12	-6	-3.0
CC(C)(C)N=Cc1cc(-c2ccccc2)sc1O	5	-17	-3.5	-1	-10	12	1	9	-2.0
OCC1(CCCc2ccccc2)CCN(C2CCC2)CC1	5	6	1.6	-14	6	1	0	-1	-0.4
COCc1ccc(C(=O)NC2CC(C)(C)Cc3c2cnn3-c2ccc(OC)cc2)o1 (stereo not given)	-5	15	-1.1	-6	6	-1	-42	-8	-1.9
COc1ccc(N(CC(=O)NCCSCc2ccccc2C)S(=O)(=O)c2ccccc2)cc1	3	-27	-2.8	-15	-1	1	-45	-4	-1.8
CC(C)(C)n1nnc(CCc2nnn(C(C)(C)C)n2)n1	-3	7	-3.5	8	4	-1	0	-12	0.9
CCN(CC)S(=O)(=O)c1ccc(N2CCOCC2)c(NC(=O)C2CCCC2)c1	-5	20	-2.5	24	3	6	-21	-8	1.6
COCCNS(=O)(=O)c1ccc(C2CNC(=O)C2)cc1 (stereo not given)	4	10	-2.0	4	5	-2	3	4	-5.1
CC1=C(C(=O)Nc2ccccc2)C(c2ccc(Cl)cc2)n2c(s/c(=C/c3cccc(OCC(=O)O)c3)c2=O)=N1 (stereo not given)	14	38	-2.7	-11	-10	5	-8	5	-2.2
O=S(=O)(Nc1cccc(CCc2ccccn2)c1)c1ccc2ccccc2c1	-6	6	-0.5	-14	4	/	-11	-17	-4.3
COCCNC(=O)c1onc(CSc2ccc(C(C)C)cc2)c1C(=O)O	-5	13	-2.6	12	-3	7	-35	2	-1.9
CC(C)OC(=O)CSc1n[nH]c(-c2cccnc2)n1	3	9	-0.1	19	2	4	-3	5	-1.4
Cc1cc(NC(=O)c2cc3nc(C4CC4)cc(C(F)(F)F)n3n2)no1	5	12	-2.2	4	-1	2	-5	-15	-0.6
CC(C)(C)c1ccc(C(CC(=O)O)NC(=O)CCCc2ccccc2)cc1 (stereo not given)	1	16	-1.2	16	6	2	-35	-11	-1.6
COc1ccccc1CN1CCNC(=O)C1CC(=O)NC1Cc2ccccc2C1 (stereo not given)	11	1	-2.4	-3	0	-7	-25	-2	-2.0
CC(C)Sc1nc2ccccc2c(=O)[nH]1	-7	8	-0.2	0	4	3	-2	2	0.4
COc1cc(C)nc2nc(SCc3ccccc3)nn12	3	3	-2.4	-6	-2	2	-10	-8	-3.7
COc1ccc(NCC(=O)N/N=C/C(C)c2ccccc2)cc1 (stereo not given)	-4	-14	-1.0	-7	1	6	-3	-24	-1.4
COc1cc(OC)c(OC)cc1CCC(C)NC(=O)Cc1ccccc1 (stereo not given)	7	-5	3.7	-1	1	1	-26	-13	-2.2
O=C(Cn1cc(C(F)(F)F)ccc1=O)NC(c1ccccc1)c1ccccc1	-4	15	-1.8	4	1	-2	-12	-10	-4.2
Cc1cccc(NC(=O)CN2C(=O)N/C(=C/c3ccc(-c4cccc(C(=O)O)c4C)o3)C2=O)c1	-5	17	-0.8	21	4	1	-26	0	-0.3
Cc1ccc(S(=O)(=O)CC(=O)Nc2nc3ccc(S(N)(=O)=O)cc3s2)cc1	5	0	-2.0	4	5	4	-12	0	-2.3
O=[N+]([O-])c1cccc(-c2nc(Oc3ccc(Cl)cc3)c3ccccc3n2)c1	-2	8	-3.9	-3	/	3	-2	1	1.2
C=CCNC(=O)c1ccccc1NC(=O)c1ccccc1C	-10	10	-3.0	-7	0	5	-3	-3	-1.0
O=c1cc(-c2cc3ccccc3o2)c2cc(O)ccc2o1	12	18	-1.8	12	5	2	2	-9	-1.0
Cc1cccc(CSc2nnc(NC(=O)c3ccco3)s2)c1	-2	-8	0.2	-1	-1	4	-5	-6	-2.0
Cc1ccc(NC(=O)Cn2cc(S(=O)(=O)c3ccc(F)cc3)c(=O)c3cc(F)ccc32)cc1	-1	9	0.3	8	7	-3	2	-5	0.1
CCc1ccc2nc(N3CCN(C)CC3)c(C#N)cc2c1	-6	2	-3.8	0	-1	0	5	-4	1.4
CC(C)OP(=O)(OC(C)C)C1(NS(=O)(=O)c2ccc(Cl)cc2)C=C(Cl)C(=O)C(Cl)=C1	22	7	0.0	14	2	-3	-49	-2	0.9
CCc1ccccc1NC(=O)c1ccc(NS(C)(=O)=O)cc1	3	16	-3.5	5	/	0	1	-1	-1.9
O=C(CSc1nncc(=O)[nH]1)NCc1ccccc1	11	-3	-2.8	-13	0	0	2	1	0.1
COc1ccccc1NC(=O)Cn1cnc2c(nc3n2CCCCC3)c1=O	-10	10	-1.6	-6	7	-2	-12	-4	-0.8
CCOC(=O)N1CCC(NC(=O)c2ccc3c(Cl)c4c(nc3c2)CCCC4)CC1	4	-2	0.7	-1	0	2	-25	-4	1.3
Cc1ccc(CNC(=O)C(c2ccccc2)c2ccccc2)cc1	2	-1	0.3	-5	3	-2	-21	-6	-3.2
COc1ccccc1CNC(=O)CCC(=O)Nc1nnc(C(C)C)s1	-2	-5	-1.0	2	2	-6	-10	10	-2.7
O=C(Cn1cnc2ccccc21)NC(c1ccccc1)c1ccccc1	6	18	-2.6	-3	6	0	-11	-20	-3.1
CC(C)(C)OC(=O)N1CCC(Cc2cc(-c3cccc(Br)c3)no2)(C(=O)O)CC1	4	-6	-2.4	-15	-4	6	-27	1	-0.3
CC(=O)N1N=C(c2ccc(Cl)cc2)OC1c1ccc(C(C)C)cc1 (stereo not given)	3	-18	-0.9	9	4	8	-2	0	0.1
O=C(C/C=N\OCc1ccc([N+](=O)[O-])cc1)Nc1ccc(Br)cc1	-14	-2	-2.4	-9	0	1	7	-5	-2.0
Cc1cc(C(=O)N/N=C/c2cccc(Cl)c2Cl)no1	-4	2	-4.2	0	6	2	-6	1	-3.0
Next compounds:
SMILES	M18AAP inhibitor	UBC9 SUMO inh	IMP-1 inhibitor	NS3 helicase inh	IDE act	IDE inh	DNA FID counter	pCIP destab	VIM-2 inh
CC(=O)N1CCn2c3c(c4cc(C)ccc42)CCCC31 (stereo not given)	-6	12	0.7	18	0	1	-25	-8	1.1
CCOc1ccc(C(=O)NC(=S)Nc2ccccc2N2CCCCC2)cc1[N+](=O)[O-]	-1	-23	-1.9	-3	3	-2	-4	0	0.2
Cc1ccnc(SCc2cc(=O)c(OC(=O)c3ccc(S(=O)(=O)N(C)C)cc3)co2)n1	6	3	-4.0	4	2	4	-1	-3	-0.4
Cc1cccc(-n2c(SCc3cc(=O)n4ccsc4n3)nc3ccccc3c2=O)c1	-10	15	0.3	30	1	6	-3	-3	2.2
COc1ccc(-n2ncc(S(=O)(=O)c3ccccc3)c2-c2ccc(Cl)cc2)cc1	4	-3	-1.4	-15	2	3	-13	2	-2.1
Cn1cc(CN2CCCCC2c2ccccn2)c(-c2ccc3c(c2)OCCO3)n1 (stereo not given)	-6	11	-4.6	-2	6	3	-1	-8	-1.3
CC(C)OCC(O)Cn1c(N2CCCC2)nc2c1c(=O)[nH]c(=O)n2C (stereo not given)	-3	23	-1.4	-7	0	8	-1	-22	1.1
CSc1ccc(NC(=O)NCc2cccnc2)cc1	-8	16	-2.7	-1	1	6	-5	-5	-3.2

Rows were taken by chance. About 3.6% of those tested had a hit in this group.
